Source: PubChem
MmCpn inh: blocks the Methanococcus maripaludis chaperonin Mm-Cpn; purified Mm-Cpn ATPase, ADP Transcreener TR-FRET; Potency, µM (top dose mostly 76.9 µM), for inactives: at the top dose activity, negative = inhibition, hits mostly inhibitors; 330,000 compounds, 0.031% hits; AID 504842; note: potency is the fitted concentration of half-maximal effect; % is set by controls: 0 for no effect and ±100 for the full control effect; nearly all actives have a fitted effect of over 80% in size
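Quantitative HTS used 25 nM Mm-CPN and 10 uM ATP in magnesium/KCl Tris buffer, pH 7.4, with 1 mM DTT. Hydrolysis ran 30 min at 37°C; ADP was read by HTRF.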
PLK1 PBD block: blocks phosphopeptide binding to human PLK1 polo-box domain | Plk1 PBD binding of FITC phosphopeptide, fluorescence polarization | AID 720504 | Potency, µM, without a hit: max response, negative = inhibition, hits mostly inhibitors | 360,000 compounds, 2.8% hits | P53350; note: potency is the fitted concentration of half-maximal effect; series mostly up to about 57 µM; % is set by controls: 0 for no effect and ±100 for the full control effect; nearly all actives have a fitted effect of over 65% in size
EPAC1 agonist: agonists of human EPAC1; EPAC1 agonist qHTS, biochemical assay; response scale: 100% = response to 6.5 mM cAMP; Potency, µM (titrated, usually from 154 µM), for the others: top-dose activation, most hits filed as activators; 360,000 compounds, 0.073% hits; AID 720707; note: potency is the fitted concentration of half-maximal effect; nearly all actives have a fitted effect of over 60% in size
Target sequence (O95398 whole entry, looked up): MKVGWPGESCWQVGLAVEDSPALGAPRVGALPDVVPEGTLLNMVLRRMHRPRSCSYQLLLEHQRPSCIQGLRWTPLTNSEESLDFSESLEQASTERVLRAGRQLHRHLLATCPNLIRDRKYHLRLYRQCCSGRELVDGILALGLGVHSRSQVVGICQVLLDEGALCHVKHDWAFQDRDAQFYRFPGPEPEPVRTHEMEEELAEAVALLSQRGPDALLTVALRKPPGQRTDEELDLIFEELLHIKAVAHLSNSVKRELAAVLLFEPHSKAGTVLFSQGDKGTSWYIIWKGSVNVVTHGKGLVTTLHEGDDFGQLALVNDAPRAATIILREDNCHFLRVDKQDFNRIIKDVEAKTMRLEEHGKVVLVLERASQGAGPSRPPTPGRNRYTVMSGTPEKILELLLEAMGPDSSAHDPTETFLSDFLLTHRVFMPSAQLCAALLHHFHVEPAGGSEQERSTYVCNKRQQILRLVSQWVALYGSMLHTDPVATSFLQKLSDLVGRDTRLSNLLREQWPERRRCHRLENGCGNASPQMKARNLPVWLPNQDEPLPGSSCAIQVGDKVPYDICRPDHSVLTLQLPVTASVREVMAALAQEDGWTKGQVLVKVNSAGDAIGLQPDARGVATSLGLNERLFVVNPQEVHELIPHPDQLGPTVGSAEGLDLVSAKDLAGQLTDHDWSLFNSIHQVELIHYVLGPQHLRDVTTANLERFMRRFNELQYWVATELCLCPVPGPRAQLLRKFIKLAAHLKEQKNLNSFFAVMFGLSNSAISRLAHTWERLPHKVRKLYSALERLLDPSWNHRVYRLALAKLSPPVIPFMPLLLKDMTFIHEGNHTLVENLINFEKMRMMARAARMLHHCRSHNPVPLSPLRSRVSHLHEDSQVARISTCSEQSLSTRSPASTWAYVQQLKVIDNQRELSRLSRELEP
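Fluorescent GDP-exchange assay: 100 nM EPAC1 with 250 nM Rap1B preloaded with BODIPY-GDP and 50 uM GDP; compounds tested as concentration series, 5 min at room temperature, then read every 5 min for 30 min (ex 480/em 540 nm); normalized to 6.5 mM cAMP.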
PI5P4K alpha inh: inhibitors of human PI5P4K alpha | PI5P4Kalpha enzyme, ADP-Glo luminescence, 60 min; active compounds read low | max response, % | 330,000 compounds, 1.2% hits | AID 652105; active = max response of -50% or lower; inconclusive = between -30% and -50%; inactive = -30% or higher; note: value at the top dose of about 77 µM; % is set by controls: 0 for no effect and ±100 for the full control effect
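Enzyme plus substrate dispensed, test compounds pinned in, then ATP (5 microM final) added. After 60 min at RT, ADP-Glo reagent 1 for 45 min and reagent 2 for 30 min preceded luminescence imaging.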
CCT modulator: modulators of cytosolic chaperonin (CCT/TRiC) activity; 360,000 compounds, 0.3% hits; activity change, % (concentration not given with the values), hits read low; purified chaperonin ATPase assay, HTRF ADP detection, 30 min; in the data active = activity change below about -30%; note: % is set by controls: 0 for no effect and ±100 for the full control effect
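We incubate TRiC, 40 or 20 nM final, with library compounds at 76 uM and 10 uM ATP for 30 min at 37 °C. ADP formed is detected with Transcreener HTRF reagents after 30 min at room temperature.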
EPAC2 antagonist: EPAC2 (human) antagonism; Potency, µM (titrated, usually from 114 µM), inactives show top-dose activity, negative = inhibition, most hits filed as inhibitors; Q8WZA2; 360,000 compounds, 0.18% hits; AID 720708; EPAC2 GEF exchange of Rap1B-BODIPY-GDP, fluorescence; note: potency is the fitted concentration of half-maximal effect; % is set by controls: 0 for no effect and ±100 for the full control effect; nearly all actives have a fitted effect of over 45% in size; many of its hits are not listed in these tables
WRN helicase inh: blocks human WRN helicase. 360,000 compounds, 0.46% hits. AID 651768. Potency, µM (top dose mostly 114 µM), for the others: top-dose activity change, negative = inhibition, usual class: inhibitors. WRN helicase unwinding, fluorescent forked duplex, kinetic; note: potency is the fitted concentration of half-maximal effect; % is set by controls: 0 for no effect and ±100 for the full control effect; nearly all actives have a fitted effect of over 55% in size
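Screening of the MLSMR collection measured strand separation of a quenched forked DNA duplex (100 nM) by 20 nM WRN with 2 mM ATP, all final. Compounds were preincubated with enzyme 15 min at room temperature.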
EPAC1 antag: EPAC1 (human) antagonism; AID 720709; EPAC1 GEF assay, Rap1b-BODIPY-GDP exchange fluorescence; Potency, µM (series often up to 115 µM), for inactives: at the top dose activity change, negative = inhibition, usual class: inhibitors; O95398; 360,000 compounds, 0.14% hits;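 note: potency is the fitted concentration of half-maximal effect; plate controls were vehicle for no effect and positive control for full effect; nearly all actives have a fitted effect of over 50% in size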
* marks the source's active call; other numbers are inactive results; ? = inconclusive; nt = no result given; [ ] = remark or other dose. Unless noted, calls come from the whole dose curve; as a rule, active = well fitted curve in the direction sought with a large enough effect; inconclusive = small, poorly fitted or top-dose-only effect, or another doubt; inactive = no such curve, though single readings can be large; an effect the other way counts as inactive or inconclusive.

SMILES	MmCpn inh	PLK1 PBD block	EPAC1 agonist	PI5P4K alpha inh	CCT modulator	EPAC2 antagonist	WRN helicase inh	EPAC1 antag
N#Cc1ccc(OCC(=O)OCC(=O)NC2CC2)cc1	1%	-3%	12%	4	-0.9	-5%	-4%	-11%
Cc1cc(NC(=O)c2cc3cc([N+](=O)[O-])ccc3s2)no1	nt	-11%	8%	3	-1.0	-1%	5%	1%
COC(=O)Cn1c(C(=O)N(C)C)cc2c1C[C@H]1CN(C(=O)c3ccccc3)[C@@](Cc3ccc(F)cc3)(C(=O)OC)[C@@H]21	nt	0%	-7%	4	0.4	4%	-2%	14%
COc1cc(C)nc(Oc2ccc(OCCOc3ccc(C)cc3)nn2)n1	2%	-1%	-4%	2	-1.6	0%	-2%	-8%
COc1cccc(N2CCN(C(=O)c3ccc(=O)oc3)CC2C)c1 (centres undefined)	-1%	-14%	4%	0	-1.9	-1%	-13%	-14%
Cc1ccc(S(=O)(=O)N2CC[C@H]3[C@@H](C2)C(=O)C[C@@H](c2ccccc2)N3S(=O)(=O)c2ccc(C)cc2)cc1	nt	-6%	-7%	2	-1.5	7%	-3%	11%
Nc1c(C(=O)N2CCCCC2)sc2nc3c(cc12)CCCC3	-3%	-7%	3%	2	0.2	-9%	12%	-9%
CC1CCc2c(sc3nc(CSc4nnnn4C)[nH]c(=O)c23)C1 (centres undefined)	-3%	7%	9%	-12	1.6	-14%	-15%	-3%
CC(C)C(NC(=O)OCc1ccccc1)C(=O)NC1CCCCC1 (centres undefined)	1%	-11%	-1%	0	-1.2	-1%	-17%	-4%
Cn1c(Cn2c(=O)sc3ccccc32)nnc1SCC(=O)Nc1ccccc1	1%	-18%	8%	-6	-1.1	19%	-2%	-11%

Overlap with the part before: 2 compounds; new compounds follow.
SMILES	MmCpn inh	PLK1 PBD block	EPAC1 agonist	PI5P4K alpha inh	CCT modulator	EPAC2 antagonist	WRN helicase inh	EPAC1 antag
CC(C)C(NC(=O)OCc1ccccc1)C(=O)NC1CCCCC1 (centres undefined)	1%	-11%	-1%	0	-1.2	-1%	-17%	-4%
Cn1c(Cn2c(=O)sc3ccccc32)nnc1SCC(=O)Nc1ccccc1	1%	-18%	8%	-6	-1.1	19%	-2%	-11%
COc1ccc(-n2nc(C(=O)NCC(=O)N3CCN(Cc4ccccc4)CC3)c3ccccc3c2=O)cc1OC	-2%	-5%	10%	-3	-0.5	0%	8%[11.6 µM]	1%
O=C1CC(c2ccc(F)cc2)CC2=C1C(c1ccc([N+](=O)[O-])o1)Nc1ccccc1N2 (centres undefined)	0%	-3%	6%	0	-2.1	2%	-2%	-18%
CCCCn1c(N)c(N(CCC(C)C)C(=O)COC(=O)c2ccc3ccccc3c2)c(=O)[nH]c1=O	0%	-10%	7%	2	-2.4	27%	4%	8%
CCOC(=O)c1sc2nc(C)nc(SCC(=O)N(CC)C3CCS(=O)(=O)C3)c2c1C (centres undefined)	1%	5%	-15%	-1	-0.4	-12%	12%	8%
CCc1ccc(CNC(=O)Cc2ccc(NC(=O)C3=C(C)OCCS3)cc2)cc1	-1%	-20%	-16%	-63*	-1.9	-1%	-7%[11.6 µM]	?
Cc1ccccc1N(CC(=O)N1CCN(c2ccccc2)CC1)S(C)(=O)=O	-2%	-21%	8%	-2	-3.0	-2%	-1%	-10%
O=C(NC(=S)Nc1cccc(Cl)c1N1CCCCC1)c1ccco1	2%	-5%	19%	nt	-6.2	-6%	-11%	-9%
O=CN/C=C/c1cccc(O)c1	nt	-1%	2%	-4	-0.5	15%	2%	0%
Cc1ccc(-c2ccc(SCC(=O)Nc3nonc3C)nn2)cc1	-1%	-9%	12%	nt	-1.5	0%	-2%	-5%
CCOc1cc(NC(=S)NCc2ccccc2)c(OCC)cc1NC(=O)C(C)C	-1%	-6%	8%	-1	-2.3	0%	7%	-25%
Cc1ccc(Cn2ccc(NC(=O)c3cc(-c4ccco4)on3)n2)cc1	-1%	-10%	4%	nt	-3.7	-1%	-10%	16%
CC1=C(C)CC(C(=O)NNC(=O)c2csc3c2CCC(C(C)(C)C)C3)C(C(=O)O)C1 (centres undefined)	-2%	-6%	10%	8	-0.6	2%	0%	7%
Cc1ccc(S(=O)(=O)/N=C2/NC(=O)/C(=C/c3ccccn3)S2)cc1	-2%	-21%	-3%	-2	1.0	-11%	-23%	-28%
COc1cc2cc(CN(Cc3cccs3)C(=S)Nc3ccccc3)c(=O)[nH]c2cc1OC	-7%	2%	8%	-3	-0.1	3%	-10%	-26%
Cc1cc(NC(=O)CCC(=O)N(c2cccnc2)C(C(=O)NC2CCCC2)c2ccccc2)no1 (centres undefined)	2%	-5%	4%	-4	-2.5	2%	-11%	14%
C[N+](C)(C)C/C=C1/COCO1	-2%	3.4µM*	4%	?	-1.1	-3%	-8%	-3%
O=C(O)C1=C[C@@H](C2CCCCC2)C[C@@H](OCCCCO)O1	nt	-20%	-8%	5	-1.2	11%	6%	2%
Cc1c(NC(=O)C2(c3ccccc3)CCOCC2)c(=O)n(-c2ccccc2)n1C	1%	-7%	4%	1	0.6	-6%	-3%	-10%
CCc1nc2ccc(C(=O)N(C)CCN(C)C)cn2c1N(C)Cc1cc2ccccc2s1	nt	-8%	-2%	-9	0.4	-9%	1%	14%
COc1cc(C2CC(=O)c3c([nH]c(C(=O)OCCOC(C)C)c3C)C2)cc(OC)c1OC (centres undefined)	1%	-16%	-3%	4	-1.8	-15%	-10%	?
O=C(CCCn1c(=O)[nH]c2ccsc2c1=O)N1CCCCC1	-1%	-8%	7%	nt	-1.2	-1%	-2%	2%
Cc1ccc(S(=O)(=O)N2CCN(Cc3ccco3)CC2)cc1C	2%	1%	-11%	4	-3.7	-6%	11%	-16%
CC1CCN(c2ccc(NC(=O)C3CCCN3S(=O)(=O)c3ccc(F)cc3)cc2)CC1 (centres undefined)	1%	-14%	6%	-4	-3.0	5%	6%	1%
CCCNC(=O)C1(C)CCCN(C(=O)c2ccccc2OC)C1 (centres undefined)	nt	-4%	2%	-2	1.1	-3%	0%	-2%
CC(C)CN(CC(C)C)C(=S)NC1CCCCC1	3%	-2%	-28%	2	-0.4	13%	6%	1%
COc1ccc(C2C(C(=O)c3cccs3)=C(O)C(=O)N2Cc2cccnc2)cc1OC (centres undefined)	0%	-13%	6%	-1	-1.0	-6%	-4%	-4%
Nc1ccn([C@@H]2O[C@H](C(=O)N[C@H](COC=O)Cc3ccccc3)[C@@H](O)[C@H]2O)c(=O)n1	nt	-4%	-14%	-1	2.6	7%	-3%	-10%
O=C1c2cccc3cccc(c23)N1CN1CCN(c2ccccn2)CC1	-11%	-1%	0%	-1	-1.1	1%	3%	0%
O=C(CN(Cc1ccccc1)C(=O)CNS(=O)(=O)c1ccc(F)cc1)NCC1CCCO1 (centres undefined)	0%	3%	3%	16	-0.5	4%	-4%	-15%
CC1CCN(C(=O)C(=O)c2cn(CC(=O)N3CCCCCC3)c3ccccc23)CC1	-13%	-7%	-11%	-4	-1.2	17%	-6%	4%
Cc1cccc(NC(=O)NC2(C)CCS(=O)(=O)C2)c1 (centres undefined)	-1%	0%	-6%	0	-3.1	-8%	-10%	-9%
COCCNCCCOc1ccc(Br)cc1Cl	-1%	-10%	-3%	7	-1.0	17%	-31%	12%
COc1cc(/C=C2\SC(=O)NC2=O)ccc1Oc1ccc([N+](=O)[O-])cn1	1%	-16%	3%	-16	-1.0	-14%	-9%	-7%
COC1CCN(Cc2cn(Cc3ccccc3)nc2-c2cc3ccccc3o2)CC1	-1%	-21%	-2%	4	0.1	19%	0%	-8%
O=C(NC1CC1)C1=C[C@@H](c2c[nH]c3ccccc23)C[C@@H](OCCCCO)O1	0%	-5%	0%	-5	2.0	5%	1%	-15%
O=S(=O)(NCc1c(Cl)cccc1Oc1ccccc1)c1ccccc1	0%	3%	10%	-6	-12	-24%	-11%	-4%
CCN(CC)CCn1c(NC(=O)c2ccc(C)cc2)nc2ccccc21	-2%	-5%	7%	8	-0.5	-2%	-24%	0%
CC(=NNC(=O)c1cc(C)oc1C)c1ccc(Br)s1	1%	0%	-4%	-6	0.1	-2%	-1%	-7%
Cc1sc2ncnc(NCC(C)(C)N3CCOCC3)c2c1C	1%	-5%	1%	1	-3.6	0%	-3%	2%
S=C(c1ccc(-c2ccccc2Cl)o1)N1CCOCC1	-2%	5.3µM*	17%	nt	3.8	3%	-23%	-8%
CC(C)=C1C2CC2C2C(C(=O)O)C12 (centres undefined)	0%	-12%	-4%	-6	0.3	-1%	4%	-22%
CCCCC[n+]1ccn(C2=C([O-])c3ccccc3C(=O)/C2=N\S(=O)(=O)c2ccc(Cl)cc2)c1	2%	-3%	-8%	6	-1.6	20%	2%	2%
Cc1ccc(NC(=O)NNC(=O)C2CC(c3cccs3)=NO2)cc1 (centres undefined)	1%	-5%	-8%	0	0.0	4%	10%	-5%
O=[N+]([O-])c1nc2ccccc2[nH]1	nt	-5%	-1%	0	-1.6	4%	4%	12%
O=S1(=O)CCC(n2ncc3c2/C(=C/c2ccccc2)CC3)C1 (centres undefined)	-4%	-9%	-4%	-14	1.1	4%	-1%	8%
O=C(Cc1cccc(C(F)(F)F)c1)NCc1cccc(Cl)c1	1%	0%	9%	9	-0.6	-16%	-14%	-3%
C[C@@H]1CC[C@]2(O[C@@H](CCO)C[C@H](O)[C@H]2O)O1	-1%	-2%	-23%	4	-0.8	0%	3%	-12%
N=C(N)SCc1ccccc1Cl	2%	-7%	-4%	2	0.3	6%	1%[57.1 µM]	-4%
O=C(Nc1ccccc1N1CCCC1)c1ccc(F)c(S(=O)(=O)N2CCOCC2)c1	0%	-3%	-3%	2	-3.0	-3%	0%	3%
COc1ccc(N2C(=O)NC(NC(=O)c3ccncc3)(C(F)(F)F)C2=O)cc1 (centres undefined)	-1%	-1%	2%	12	0.5	6%	1%	-13%
COc1cc(NC(=O)CNc2cccc(S(=O)(=O)N3CCCC3)c2)cc(OC)c1	0%	2%	-3%	4	-0.5	4%	12%	10%
Cc1ccc(S(=O)(=O)N2CCCc3ccccc32)cc1C	1%	-13%	14%	-3	-2.7	-4%	-31%	-7%

Some of the compounds tested; rates above refer to the full screens.
